TcdB inh: TcdB glycohydrolase inhibitors, primary screen, biochemical, single point, plate reader; inhibition, % at 9.99 µM; TcdB glycohydrolase enzymatic assay; 0.24% of 350,000 active; in the data active = inhibition above about 10%
Rv3671c protease: Rv3671c serine protease inhibitors, primary screen, biochemical, fluorescence polarization, M. tuberculosis H37Rv; P9WHR9; inhibition, % at 5.96 µM; 0.048% of 320,000 active; in the data active = inhibition above about 38%;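 also: extracellular domain of Rv3671c used as enzyme; 0% = enzyme with DMSO and 100% = no enzyme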
Target sequence (P9WHR9 whole entry, looked up, the tested form may be a part): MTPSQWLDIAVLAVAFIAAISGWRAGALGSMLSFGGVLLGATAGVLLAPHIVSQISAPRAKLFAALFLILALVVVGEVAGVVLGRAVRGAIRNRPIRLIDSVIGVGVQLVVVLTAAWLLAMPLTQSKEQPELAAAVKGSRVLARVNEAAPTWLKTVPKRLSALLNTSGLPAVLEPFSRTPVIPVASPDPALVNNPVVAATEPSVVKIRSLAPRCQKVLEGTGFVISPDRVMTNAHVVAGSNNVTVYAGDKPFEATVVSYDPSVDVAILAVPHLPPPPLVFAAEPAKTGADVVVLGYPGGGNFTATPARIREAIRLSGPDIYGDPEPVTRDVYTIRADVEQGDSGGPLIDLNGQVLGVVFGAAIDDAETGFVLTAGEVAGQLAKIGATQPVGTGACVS
3CLpro inhibitor: SARS-CoV 3CLpro protease inhibitors, primary screen, biochemical, quenched FRET; Replicase polyprotein 1ab (Severe acute respiratory syndrome coronavirus), P0C6X7; recombinant SARS-CoV 3CLpro, quenched FRET peptide cleavage; inhibition, % at 6 µM; 0.14% of 290,000 active; AID 1706, 2009; in the data active = inhibition above about 12%
PrPC TRFRET: inhibitors of human cell surface prion protein PrPC, primary screen, cell-based, TR-FRET; Major prion protein (Homo sapiens), P04156; TR-FRET read-out; inhibition, % at 13.8 µM; 0.43% of 370,000 active; AID 720596, 2013; in the data active = inhibition above about 24%; also: 0% = median of the test wells and 100% = reference compound wells
VHR inh abs: VHR1 phosphatase inhibitors, primary screen, biochemical, absorbance, uHTS. Dual specificity protein phosphatase 3 (Homo sapiens), P51452. recombinant VHR phosphatase, pNPP absorbance. inhibition, % at 13.3 µM. 0.52% of 290,000 active. AID 1654, 2009; in the data active = inhibition above about 50%; also: some compounds called inactive have numbers as strong as hits
Target sequence (P51452 whole entry, looked up): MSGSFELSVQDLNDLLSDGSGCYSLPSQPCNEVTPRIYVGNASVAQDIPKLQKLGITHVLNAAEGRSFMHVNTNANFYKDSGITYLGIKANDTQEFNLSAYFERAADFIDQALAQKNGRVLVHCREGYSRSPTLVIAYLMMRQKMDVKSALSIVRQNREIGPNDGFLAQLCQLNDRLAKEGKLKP
PriA SSB inh: inhibitors of Klebsiella pneumoniae PriA binding to SSB C-terminal tail, primary screen, biochemical, AlphaScreen; PriA–SSB C-terminal tail interaction (Klebsiella pneumoniae); AlphaScreen SSBct-PriA binding, biotinylated peptide; inhibition, % at 33 µM; 0.6% of 430,000 active; in the data active = inhibition mostly above about 37%, no sharp cut-off; inactive = mostly below about 20%;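 also: plate controls were negative control peptide for no effect and reference peptide for full effect; strong numbers were not always called active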
MazF activator: activators of E. coli MazEF toxin-antitoxin RNase, primary screen, biochemical, fluorescence, uHTS; activation, % at 20 µM; Endoribonuclease toxin MazF (Escherichia coli (strain K12)), P0AE70; 0.32% of 350,000 active; FAM/BHQ RNA-DNA oligo cleavage fluorescence, 5 h; in the data active = activation above about 50%
Target sequence (P0AE70 whole entry, looked up): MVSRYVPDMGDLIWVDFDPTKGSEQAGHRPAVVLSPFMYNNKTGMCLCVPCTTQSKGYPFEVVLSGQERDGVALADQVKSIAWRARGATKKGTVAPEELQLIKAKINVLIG
CCHF vOTU inh: CCHFV vOTU protease inhibitors, primary screen, biochemical, Pep-AMC substrate, fluorescence. Crimean-Congo hemorrhagic fever virus L polyprotein viral ovarian tumor (vOTU) protease …. inhibition, % at 11.5 µM. 0.55% of 370,000 active; in the data active = inhibition above about 30%; also: 0% = vehicle wells with enzyme and 100% = no enzyme wells
Y pestis TopoI: Yersinia pestis topoisomerase I inhibitors, primary screen, biochemical, cleavage product accumulation, plate reader, single point; DNA topoisomerase I (Yersinia pestis CO92); Y. pestis Topo-I cleavage product accumulation; activity, % at 10 µM; 0.064% of 360,000 active; AID 504884, 2011; in the data active = activity above about 50%, passing the limit was not always enough; also: inactives centre near 2
Vc quorum ag: inducers of Vibrio cholerae quorum light production without autoinducers, primary screen, BH1578 luxS cqsA deficient, single point; activation, % at 18.7 µM; V. cholerae BH1578 lux reporter, luminescence, 6 h; 0.16% of 350,000 active; AID 588436, 2011; in the data active = activation mostly above about 9.7%, no sharp cut-off; also: not every result past the cut was called active; inactives centre near 0; reference of the scale not given here
Starred values were filed as active, the others as inactive; i = inactive; . = not tested or not shown; & = joins results of further samples. A portion of the library; the hit share may differ from the screen's.

Molecule	TcdB inh	Vc quorum ag	3CLpro inhibitor	Rv3671c protease	CCHF vOTU inh	VHR inh abs	PrPC TRFRET	PriA SSB inh	MazF activator	Y pestis TopoI
CCCCn1c(NC(=O)C2CCCCC2)nc2ccccc21	.	i	4	-5	26	38	18	-29	3	26
CCOc1ccc2nc(CN3CCN(Cc4ccccc4OCC)C(CCO)C3)ccc2c1 (configuration not stated)	0.9	0.7	-3	-6	-10	12	-13	9	1	7
COC(=O)c1nc(-c2ccccc2)n[nH]1	1.2	i	-3	-7	0	23	-3	-1	-1	-8
CCc1cccc(CC)c1NC(=O)C(NS(=O)(=O)c1cccs1)c1ccccc1 (configuration not stated)	.	-0.4	-3	-10	19	-7	7	0	4	3
CCOc1ccccc1NC(=S)Nc1ccc2cn[nH]c2c1	-1.2	-0.5	-4	-4	3	0	-2	-4	9	-6
NC1=NC2(CCCCC2)N=C(Nc2ccc(Br)cc2)N1	.	-0.7	-1	-2	-15	1	-2	12	8	-7
CC(=O)Nc1ccc(CN2CCN(Cc3ccc(C)cc3)C(CCO)C2)cc1 (configuration not stated)	0.4	-0.1	4	-3	4	13	0	-10	0	0
O=C(COC(=O)CCNS(=O)(=O)c1ccccc1)NNC(=O)c1ccccc1	-0.3	-27	.	-4	-1	.	-6	-1	8	2
Cc1c(C)c2cc(Cl)c(OCC(=O)Nc3ccccn3)cc2oc1=O	1.1	0.3	.	.	11	.	-3	.	-55	-1
C=CCn1c(SCC(=O)c2ccc(OC)cc2)nnc1C(C)NC(=O)c1cccs1 (configuration not stated)	.	2.8	2	-8	5	14	-3	-5	4	4
COc1ccc(Cl)cc1Cn1c(C)c(C(=O)NCc2ccc(F)cc2)sc1=O	-6.4	-1.0	.	.	21	.	11	.	.	29
Cn1c(NC(=O)c2ccc(F)cc2)c(-c2ccccn2)c(=O)c2ccccc21	-1.3	i	-1	-1	-15	-26	-4	-5&-9	2	-7

A run of entries of the results above:
Molecule	TcdB inh	Vc quorum ag	3CLpro inhibitor	Rv3671c protease	CCHF vOTU inh	VHR inh abs	PrPC TRFRET	PriA SSB inh	MazF activator	Y pestis TopoI
NC1=NC2(CCCCC2)N=C(Nc2ccc(Br)cc2)N1	.	-0.7	-1	-2	-15	1	-2	12	8	-7
CC(=O)Nc1ccc(CN2CCN(Cc3ccc(C)cc3)C(CCO)C2)cc1 (configuration not stated)	0.4	-0.1	4	-3	4	13	0	-10	0	0

Remaining list, next part.
Molecule	TcdB inh	Vc quorum ag	3CLpro inhibitor	Rv3671c protease	CCHF vOTU inh	VHR inh abs	PrPC TRFRET	PriA SSB inh	MazF activator	Y pestis TopoI
COc1ccc(CNC(=O)c2ccccc2[N+](=O)[O-])cc1	1.0	-0.5	2	3	.	20	.	-2	-2	-7
CC(=O)c1ccc(NC(=S)NC(=O)/C=C/c2ccco2)cc1	-0.4	i	3	-8	13	-16	-5	3	7	4
COc1ccccc1-n1nc(C)cc1N	5.6	i	3	-3	0	34	1	-1	3	-6
Cc1c(C#N)c2ncn(Cc3ccccn3)c(=O)c2n1-c1ccccc1	.	-3.4	1	-6	-3	13	0	-2	3	2
O=C(CN1C(=O)COc2ccc(S(=O)(=O)N3CCCCCC3)cc21)NCc1ccc(F)cc1	0.9	-0.2	-5	2	0	25	1	2	0	4
Cc1ccsc1C(=O)N1CCC1(C)C(=O)NCCC#N (configuration not stated)	0.0	-0.7	.	.	-10	.	-1	.	.	-2
O=c1[nH]c(=S)n(C2CC2)c(O)c1C=NCCN1CCOCC1	0.5	-0.5	10	-10	11	-4	2	-6	0	0
CC(=O)Nc1nnc(CCS(=O)(=O)c2ccc(C)c(C)c2)s1	-3.1	-0.3	-1	-12	10	21	7	0	9	-5
CCOC(=O)c1c(NC(=O)Cc2cccs2)sc(C(=O)NC2CCCC2)c1C	.	5.0	-2	1	4	28	-2	1	6	-6
COc1ccc(N2C(=O)[C@H]3[C@@H](C2=O)C2c4ccccc4C=NN2[C@H]3C(=O)C(C)(C)C)cc1 (some centres not stated)	0.8	-0.2	1	-8	-2	17	-9	-4	-10	4
COc1ccc(N(CCC#N)C(=O)/C(C#N)=C\c2cccs2)cc1	0.8	-0.5	-4	11	-2	17	3	1	1	-11
COC(=O)C1CCN(CC(=O)Nc2ccccc2Sc2ccccc2)CC1	0.0	-0.3	0	-3	4	4	5	-27	1	25

The list continues:
Molecule	TcdB inh	Vc quorum ag	3CLpro inhibitor	Rv3671c protease	CCHF vOTU inh	VHR inh abs	PrPC TRFRET	PriA SSB inh	MazF activator	Y pestis TopoI
COc1cc(C(=O)NCC2CCCO2)ccc1OCc1ccccc1Cl (configuration not stated)	1.9	-3.6	3	-2	4	21	-5	-10	8	19
C=CCOc1c(Br)cc(/C=N/n2c(CC)n[nH]c2=S)cc1Br	-6.4	i	7	-16	13	5	2	.	-6	5
COc1cccc(S(=O)(=O)NCc2ccc(C(=O)Nc3ccc(C)cc3)cc2)c1	.	-0.7	1	0	9	38	2	-5&-11	2	-6
O=C(NCc1ccc(Cl)cc1)C1CCN(c2nnc(N3CCCC3=O)s2)CC1	-0.2	1.2	0	4	-2	9	-3	-7	8	-3
COc1ccc(NC(=O)Nc2ccc3c(c2)C(=O)N([C@H](C)CO)C[C@H](C)[C@@H](CN(C)C(=O)Nc2ccc4c(c2)OCO4)O3)cc1	-0.2&-10	-0.5	.	4	23	.	13	-1	2	25
CCn1nc(C)cc1C(=O)N1CCCC(C(=O)c2ccc3ccccc3c2)C1 (configuration not stated)	1.5	-0.5	-3	-1	-16	21	6	-21	7	20
CCOc1ccc(NS(=O)(=O)c2ccc(C(=O)N3CCN(c4ncccn4)CC3)cc2)cc1	-0.6	i	-2	5	15	11	11	-2	-5	17
NS(=O)(=O)c1ccc(NC(=O)c2cc(Cl)ccc2Cl)cc1	0.1	-0.5	0	2	3	36	3	-7	-5	8
O=[N+]([O-])c1cccc(Cl)c1CSc1ccccn1	-0.3	-0.3	-2	-3	-7	10	-8	-2	-3	2
COc1ccc(CCNC(=O)C/C(C)=N/NC(=O)c2ccc(N)cc2)cc1OC	.	-0.3	-2	8	13	5	-7	.	-5	-4
CCOC(=O)C1=C(C)NC(=O)CC1c1cc(OC)c(OC)cc1Br (configuration not stated)	1.3	-2.0	-1	-2	13	15	9	3	-30	6
Cc1ccc2c(c1)CCCN2N=O	.	0.0	1	-9	-17	-4	-4	-4	-2	3

Further compounds follow:
Molecule	TcdB inh	Vc quorum ag	3CLpro inhibitor	Rv3671c protease	CCHF vOTU inh	VHR inh abs	PrPC TRFRET	PriA SSB inh	MazF activator	Y pestis TopoI
Cc1ccc(NC(=O)CC(NCCN2CCOCC2)C(=O)O)cc1Cl (configuration not stated)	.	-0.3	-2	-8	1	47	1	-4	3	-2
CCOC(=O)C1=C(CSc2nc3c(cc2C#N)CCC3)OC(N)=C(C#N)C1c1ccccc1 (configuration not stated)	.	-2.8	-1	6	7	21	2	1	-6	15
CCn1c(-c2ccc(N)cc2)nc2ccccc21	2.0	-0.5	-5	5	-12	42	-1	-14	5	-8
COc1cc2c(cc1OC)C(c1ccc(N(C)C)cc1)NCC2 (configuration not stated)	0.2	-0.5	0	-3	15	-11	-7	-14	7	2
CC(C)C(NC(=O)c1ccc(F)cc1)C(=O)N1CCN(c2ccccn2)CC1 (configuration not stated)	0.7	-1.2	.	-1	-1	.	-1	-19	-20	8
CC(=O)c1ccc(NC(=O)C(=O)c2cn(CC(=O)N3CCCCC3)c3ccccc23)cc1	-1.8	-0.4	1	8	26	46	7	-10	3	7
CCCn1nc(CC(=O)O)c2ccccc2c1=O	.	i	-1	12	2	12	8	-25	5	8
O=C(NOCc1ccccc1)c1ccc(Cl)cc1Cl	-3.6	i	.	2	10	.	5	-8	5	-9
COC(=O)c1cc2ccccc2n1Cc1ccc(Cl)nc1	0.6	i	-2	-1	-7	24	5	-4	5	6
O=C(NCCCN1CCOCC1)C(Sc1ccccc1)c1ccccc1 (configuration not stated)	.	-0.6	3	-3	-3	16	-1	-10	-7	1
CCN(CC)CCCNC(=O)C1CCN(C(=O)c2oc3cc4sc(N(C)C)nc4cc3c2C)CC1	1.2	-7.1	1	-1	-3	11	-7	5	15	2
Cc1ccc(OCC(=O)NCCCNC(=O)c2ccncc2)cc1C	-7.6	-0.2	-1	-1	4	28	-1	-7	2	0

The results go on.
Molecule	TcdB inh	Vc quorum ag	3CLpro inhibitor	Rv3671c protease	CCHF vOTU inh	VHR inh abs	PrPC TRFRET	PriA SSB inh	MazF activator	Y pestis TopoI
COc1cccc(NC(=O)CN2C(=O)COc3ccc(Cl)cc32)c1	0.3	-0.2	-4	1	1	6	-2	-9	7	7
Cc1cc2cc(CCNC(=O)c3cccs3)c(=O)[nH]c2cc1C	2.0	-0.1	2	2	5	-4	4	-1	11	17
CCOC(=O)CSc1nc(-c2ccccn2)ncc1OC	0.4	1.4	-6	2	-3	16	-6	83*	8	-14
CCCn1c(=S)[nH]c2ccc(C(F)(F)F)cc21	0.0	i	3	7	2	-2	12	3	4	8
COc1ccc(C2=NS(=O)(=O)N(C)C(C(=O)NC3CCCC3)=C2)cc1	5.2	-0.1	-4	8	12	13	-10	-3	4	-6
CN1CCN(S(=O)C23CC4CC(CC(C4)C2)C3)CC1 (configuration not stated)	.	-0.4	-5	-2	-1	-9	-5	-18	-8	-4
COc1ccccc1C1CCN(C(=O)c2ccc(C(C)(C)C)cc2)CC1	0.6	-0.6	6	8	14	-5	2	-2	3	17
CC(C)C(=O)N1CCN(c2ccc([N+](=O)[O-])cc2Cl)CC1	0.6	-0.6	6	3	-4	-4	-34	3	8	1
CC(=O)NC(CC(=O)Nc1nccs1)c1ccccc1 (configuration not stated)	0.9	-0.4	6	0	-1	8	10	-7	3	9
COCC(C)NC(=O)C1CC(=O)N(c2ccc(C)cc2)C1 (configuration not stated)	.	-0.7	1	5	-4	-14	-4	1	0	-3
COc1ccc(Nc2nc3ccc(C)cn3c(=O)c2/C=N/O)cc1	0.6	i	-1	-11	0	9	-13	.	15	-3
CCN(C(=O)CSc1nnc(C(C)N(C)C)n1-c1ccc(F)cc1)C1CCS(=O)(=O)C1 (configuration not stated)	1.3	i	.	1	14	.	-3	-2	4	-10

(listing goes on)
Molecule	TcdB inh	Vc quorum ag	3CLpro inhibitor	Rv3671c protease	CCHF vOTU inh	VHR inh abs	PrPC TRFRET	PriA SSB inh	MazF activator	Y pestis TopoI
c1ccc(Cc2cc[n+](Cc3ccccn3)cc2)cc1	1.1	-0.6	2	8	-10	12	-29	-4	5	2
CCOc1ccccc1C(=O)N(CN1CCCC1=O)c1cccc(Cl)c1	.	i	0	11	-10	29	5	-1	5	5
O=C(O)C(Cc1ccc(F)cc1)c1ccccc1 (configuration not stated)	-5.7	i	-2	3	2	1	8	0	-15	-4
CCN(CC)S(=O)(=O)c1ccc(NN=C2CCN(C)CC2)c([N+](=O)[O-])c1	2.2	-0.4	4	2	-2	9	-12	4	-6	-3
CCOc1ccc(N(Cc2ccc(OC)c(OC)c2)C(=O)c2ccco2)cc1	-1.4	-0.9	2	4	3	-10	-4	-7	5	11
CC1CCN(C(=S)c2ccccc2O)CC1	.	i	-3	3	-1	-17	-6	-6	2	-2
Cc1cc2cc(CNC(=O)c3ccc(S(=O)(=O)N4CCCCC4)cc3)ccc2[nH]1	1.0	-2.1	1	-2	4	11	29*	7	0	5
COc1cc(CN(CC2CCCO2)C(=O)c2ccco2)cc(OC)c1OC (configuration not stated)	1.4	i	-3	2	-3	-4	-1	0	-2	-1
O=C(COC(=O)Cc1ccc(Cl)cc1)NCc1ccco1	0.7	.	.	3	0	.	4	-2	13	6

Bioassay records deposited in PubChem BioAssay by several laboratories.
